High-throughput results as filed in PubChem.
SNCA expr inh = Primary qHTS assay for inhibitors of alpha-synuclein gene (SNCA) expression; HEK-293 SNCA-luciferase knock-in, luminescence, 24 h; Potency, µM (titrated, usually from 57.2 µM), without a hit: top-dose activity change, negative = inhibition, actives largely listed as inhibitors; 0.17% of 140,000 active; AID 1671194, 2021;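 further: potency means the concentration at half of the fitted maximal effect; plate controls were DMSO cells for no effect and cell-free wells for full effect; nearly all actives have a fitted effect of over 45% in size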
Luciferase inh = Firefly luciferase inhibition profiling of diverse chemical library using quantitative high-throughput screening. purified P. pyralis luciferase, luminescence, biochemical. Potency, µM (series often up to 115 µM), for the others: at the top dose activity change, negative = inhibition, usual class: inhibitors. 2.5% of 76,000 active. Luciferin 4-monooxygenase (Photinus pyralis), P08659; further: potency means the concentration at half of the fitted maximal effect; nearly all actives have a fitted effect of over 65% in size
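FLuc 10nM, D-luciferin 10uM, ATP 10uM, Mg acetate 10mM, Tris acetate pH 7.5, Tween/BSA; cpd qHTS; enzyme added last; CCD luminescence.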
GPT2 inhibitor = Primary qHTS assay for inhibitors of Glutamate pyruvate transaminase 2 (GPT2); 0.25% of 100,000 active; Potency, µM (doses to about 57.7 µM), without a hit: top-dose activity change, negative = inhibition, usual class: inhibitors; Alanine aminotransferase 2 (Homo sapiens), Q8TD30; Recombinant GPT2, coupled pyruvate oxidase/HRP Amplex Red fluorescence; further: potency means the concentration at half of the fitted maximal effect; nearly all actives have a fitted effect of over 60% in size; many of its hits are not listed in these tables
Target sequence (Q8TD30 whole entry, looked up): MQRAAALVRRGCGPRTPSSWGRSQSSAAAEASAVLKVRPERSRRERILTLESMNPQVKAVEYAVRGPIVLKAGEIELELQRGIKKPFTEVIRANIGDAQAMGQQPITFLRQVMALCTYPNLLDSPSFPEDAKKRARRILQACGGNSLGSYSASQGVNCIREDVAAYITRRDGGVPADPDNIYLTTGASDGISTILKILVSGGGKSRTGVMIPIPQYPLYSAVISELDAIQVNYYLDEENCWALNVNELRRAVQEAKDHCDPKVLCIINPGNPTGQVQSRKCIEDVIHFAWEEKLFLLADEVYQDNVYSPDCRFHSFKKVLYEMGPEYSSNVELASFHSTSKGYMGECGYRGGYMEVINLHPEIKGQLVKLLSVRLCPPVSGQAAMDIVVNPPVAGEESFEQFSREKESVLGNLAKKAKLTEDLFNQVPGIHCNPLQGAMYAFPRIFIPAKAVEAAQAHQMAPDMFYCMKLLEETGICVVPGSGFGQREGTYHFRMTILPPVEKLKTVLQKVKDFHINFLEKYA
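GPT2 10ng/uL, a-KG 250uM, L-Ala 2mM, HEPES pH7.5 + 0.0001% Tween; 30 min RT. Then Amplex mix (PO/HRP/ThPP), 30 min RT dark, fluorescence. AOA 50uM used as positive control.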
IP6K1 inh = Primary qHTS assay for small molecule inhibitors of Inositol hexaphosphate kinase 1 (IP6K1). Inositol hexakisphosphate kinase 1 (Homo sapiens), Q92551. IP6K1 kinase, ADP-Glo luminescence, 2 h; hits give low values. activity change, % (series mostly up to about 58 µM). 0.81% of 140,000 active. AID 1645851, 2021; in the data active means activity change below about -25%
Target sequence (Q92551 whole entry, looked up): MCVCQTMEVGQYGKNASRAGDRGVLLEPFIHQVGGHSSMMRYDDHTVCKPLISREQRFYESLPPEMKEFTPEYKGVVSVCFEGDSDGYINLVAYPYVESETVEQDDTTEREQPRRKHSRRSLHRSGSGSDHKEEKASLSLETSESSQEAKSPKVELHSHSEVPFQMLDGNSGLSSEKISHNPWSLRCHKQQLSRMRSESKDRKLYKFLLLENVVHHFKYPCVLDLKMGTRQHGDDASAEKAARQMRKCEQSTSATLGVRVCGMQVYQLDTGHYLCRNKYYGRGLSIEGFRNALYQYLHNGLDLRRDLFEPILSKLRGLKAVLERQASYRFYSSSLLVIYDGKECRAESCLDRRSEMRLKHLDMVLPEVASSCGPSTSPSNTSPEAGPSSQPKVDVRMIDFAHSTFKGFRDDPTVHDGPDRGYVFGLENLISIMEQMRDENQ
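ADP-Glo luminescence measures ADP made by human IP6K1 during a 2 h RT reaction with ATP/IP6 (mix at 1.3 mM/130 uM); top library doses 57.5 and 19.1 uM final.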
NIH3T3 tox = Cytotoxic Profiling in NIH 3T3 Cell Line of Diverse Libraries Using Quantitative High-Throughput Screening. NIH 3T3 viability, CellTiter-Glo ATP luminescence, 48-72 h. Potency, µM (titrated, usually from 96.7 µM), for the others: top-dose activity change, negative = cytotoxicity, usual class: inhibitors. 4.3% of 94,000 active; further: potency means the concentration at half of the fitted maximal effect; nearly all actives have a fitted effect of over 55% in size
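Viability of NIH 3T3 cells after 48 or 72 hr compound treatment at 37 °C was assessed by CellTiter-Glo, with luminescence imaged following a 10 min room-temperature step.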
HEK cytotox = Cytotoxic Profiling in HEK 293 Cell Line of Diverse Libraries Using Quantitative High-Throughput Screening. HEK 293 viability, ATP luminescence (CellTiter-Glo), 48-72 h. Potency, µM (highest dose often 115 µM), inactives show at the highest dose activity change, negative = cytotoxicity, hits mostly inhibitors. 6.6% of 94,000 active. AID 1345083, 2018; further: potency means the concentration at half of the fitted maximal effect; nearly all actives have a fitted effect of over 60% in size
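Pintool-delivered compounds were incubated with HEK 293 cells (250 cells/well) at 37 degree Celsius for 48 or 72 hr. ATP-dependent luminescence (CellTiter-Glo) then reported remaining viable cells.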
HEK293 viab = GF-AFC viability counterscreen for inhibitors of alpha-synuclein gene (SNCA) expression. HEK-293-SNCA-luc viability, GF-AFC fluorescence, 24 h. Potency, µM (top dose mostly 57.1 µM), for the others: top-dose activity change, negative = cytotoxicity, most hits filed as cytotoxic. 0.12% of 150,000 active;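 further: potency means the concentration at half of the fitted maximal effect; 0% = DMSO-treated cells and -100% = medium-only wells without cells; nearly all actives have a fitted effect of over 30% in size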
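Cytotoxicity counterscreen: after 24 h compound treatment of genome-edited SNCA-luciferase HEK-293 cells, live-cell protease substrate GF-AFC read by fluorescence after 30 min; activity scaled between DMSO (0%) and medium-only (-100%), curves Hill-fitted.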
* marks the source's active call; other numbers are inactive results; i = inactive; ? = inconclusive; · = no result given; [ ] = dose if it differs, or a comment. Unless noted, the call rests on the fitted dose curve; in most records, active means well fitted curve in the direction sought with a large enough effect; inconclusive means small, poorly fitted or top-dose-only effect, or another doubt; inactive means no such curve, though single readings can be large; an effect the other way counts as inactive or inconclusive. Unless noted, on the % scale 0 is the no-effect control and ±100 the full control effect. This is a subset (hit frequency here may not be typical).

Every second line gives: SNCA expr inh | Luciferase inh | GPT2 inhibitor | IP6K1 inh | NIH3T3 tox | HEK cytotox | HEK293 viab
> COC(=O)CC1Oc2ccc(Cl)cc2-n2cc(-c3ccc(C)cc3)nc21 (configuration not stated)
 : 16% | · | · | -6 | · | · | 4%
> CCc1ccc(NC(=O)CSc2nc3nccnc3c(=O)n2CCc2c[nH]c3ccccc23)cc1
 : ? | · | · | 23 | · | · | 4%
> Cc1oc2ncn(CC(C)C)c(=O)c2c1C(=O)N(Cc1ccccc1)C(C)C
 : -15% | · | · | 14 | · | · | -11%
> Cc1nn(Cc2noc(C(=O)NCc3cccc(F)c3)n2)c(C)c1Br
 : 5% | · | · | 5 | · | · | 10%
> CCOc1cc(=O)n2c(c1C(=O)N1CCN(C3CCCCC3)CC1)CCCCC2
 : 14% | 13% | 3% | 0 | i | 6% | -2%
> CCc1ccc(NC(=O)C(=O)NCCc2csc(-c3ccc(C(F)(F)F)cc3)n2)cc1
 : 5% | · | · | 2 | · | · | 19%
> COc1cc2c(cc1OC)n(CC(=O)c1ccc(C)cc1)c(=O)n1nc(CCn3nc(C)cc3C)nc21
 : -8% | · | · | 21 | · | · | 5%
> CCOc1ccccc1CN1CCC2(CCN(C(=O)COC)CC2)Oc2ccccc21
 : -27% | -8% | i | 12 | ? | ? | -17%
> CCOC(=O)c1cnc2c(C)cc(C)cc2c1Nc1ccc(OCc2ccccc2)cc1
 : -17% | · | · | -23 | · | · | 4%
> O=C1NC2(CCN([S+](=O)([O-])c3cccc(C(F)(F)F)c3)C2)COc2ccccc21 (configuration not stated)
 : -17% | -2% | i | 16 | -20% | ? | 7%
> CNCc1cccc(F)c1
 : 10%[87.6 µM] | · | -11%[88.5 µM] | -9 | i | i | 0%[87.6 µM]
> Cc1cccc(N2C(=O)C(CC(=O)Nc3cccc(F)c3)N(CCc3ccncc3)C2=O)c1 (configuration not stated)
 : -11% | · | · | 8 | · | · | -1%
> O=C(Cn1c(=O)nc(-c2ccccc2)c2cc(Cl)ccc21)N1CCN(c2ccc(F)cc2)CC1
 : 13% | · | · | 13 | · | · | 9%
> CN1CCN(c2ccc(Nc3cc(-c4cccc(-n5ccc6cc(C7CC7)cc(F)c6c5=O)c4CO)cn(C)c3=O)nc2)CC1
 : · | · | i | 4 | · | · | -37%
> O=C(CSc1nc2sc3c(c2c(=O)[nH]1)CCCC3)Nc1ccccc1F
 : -4% | · | · | -11 | · | · | 3%
> CCN1CCN(c2nc3c(s2)CN(Cc2ccccn2)CC3)CC1
 : -23% | 13% | i | -4 | ? | 6% | -8%
> O=c1[nH]c2cc(Cl)ccc2c(O)c1-c1ccc(Oc2ccccc2)cc1
 : -13% | · | i | · | · | · | 7%
> Cc1ccc2c(=O)c(C(=O)c3cccc(Cl)c3)cn(CC(=O)NC3CCCCC3)c2n1
 : -3% | · | · | -1 | · | · | 5%
> COc1ccc(CC(=O)NC2CCCN(Cc3ccc(-c4cccc(OC)c4)cc3)C2)cc1 (configuration not stated)
 : · | · | · | 5 | 35µM* | 25µM* | ·
> CNC(=O)c1cc(C2CC2)nc2onc(C3CCCN(C(=O)C4CC4)C3)c12 (configuration not stated)
 : · | · | · | -5 | -24% | -20% | ·
> Cc1noc(Cc2c(C)nn(-c3ccccc3)c2C)n1
 : -1% | 0% | ? | 7 | 1% | 0% | 0%
> Cc1ncc2c(N3CC4CCC(C3)N4CC(F)(F)F)nc3ccccc3n12
 : 19% | · | -8% | 11 | ? | ? | -15%
> Cc1ccc(-c2nc(C(=O)NCc3ccccc3Cl)no2)cc1
 : -12% | ? | i | 7 | -8% | ? | 6%
> CCN(CC)CCOCCOC(=O)C(CC)(CC)c1ccccc1
 : · | · | i | -14 | · | · | -12%
> O=C(C1CC1)N1CCC2(CC1)SCC(=O)N2c1ccc(F)cc1
 : -19% | 3% | i | 0 | -15% | 1% | -10%
> COc1cc(C(=O)NCCSc2c(-c3ccccc3)[nH]c3ccccc23)cc(OC)c1OC
 : ? | · | · | 4 | · | · | ?
> CC(C(=O)NCC1CC1)N1C(=O)COc2ccc(C(=O)COc3ccccc3Cl)cc21 (configuration not stated)
 : -2% | ? | -8% | -4 | -23% | ? | -13%
> COc1cncc(NC(=O)C2=NO[C@@H]3CN(Cc4cccc(F)c4)C[C@H]23)c1
 : -12%[87.6 µM] | 2%[172 µM] | -12%[88.5 µM] | 15 | ? | -22%[172 µM] | -10%[87.6 µM]
> O=C(Cc1ccc(Cl)cc1)NC1CC(=O)N(c2ccc3c(c2)OCCO3)C1 (configuration not stated)
 : 50%[activator] | · | · | 8 | · | · | -5%
> Cn1ncc2c(C(=O)NCC(F)F)cc(-c3ccc(Cl)nc3)nc21
 : ? | · | 2% | -13 | ? | -11% | -21%
> COC(=O)[C@@H]1Cc2c([nH]c3ccccc23)[C@H]2C[C@H](NC[C@H]3CCCO3)C[C@@H](c3ccccc3F)N21
 : -12% | -8% | -6% | 9 | 35µM* | ? | -14%
> COCCNC(=O)c1ccc(OC2CCN(Cc3ccc(OC)cc3F)CC2)c(Cl)c1
 : -3% | 1% | -2% | 28 | ? | ? | 0%
> COc1cc(/C=C/C(=O)OC[C@H]2O[C@@](CO)(O[C@H]3O[C@H](CO)[C@@H](O)[C@H](O)[C@H]3O)[C@@H](OC(=O)/C=C/c3ccc(O)c(OC)c3)[C@@H]2O)ccc1O
 : · | · | 0%[17.1 µM] | 1 | · | · | -6%[23.9 µM]
> CN1CCN(C(=O)NCc2cccc(F)c2)CC12CCNC(=O)CC2 (configuration not stated)
 : 3% | -1% | i | 29 | -11% | -14% | 8%
> Cc1cccc(-c2cn[nH]c2C2CCN(C(=O)c3ccccc3OC(F)F)CC2)c1
 : -18% | 3% | -15% | 10 | ? | ? | -12%
> Cc1cc(C(=O)N2c3ccccc3CC2c2nc(C(C)C)no2)nn1C (configuration not stated)
 : 47%[activator] | -17% | i | 16 | -20% | ? | -10%
> COC(=O)[C@@H]1Cc2c([nH]c3ccccc23)[C@H]2C[C@@H](NCCN3CCOCC3)C[C@@H](c3ccc(F)cc3)N21
 : ? | -17% | 1% | -16 | ? | 28µM* | 4%
> CCCc1cc(C(=O)N[C@@H]2CCOC[C@H]2OCCO)n(C)n1
 : ? | -9% | i | 1 | -3% | i | -12%
> CC(CC12CCCN1C(=O)C1CCCN1C2=O)OC(N)=O (configuration not stated)
 : · | · | 3%[27.3 µM] | -5 | · | · | -2%
> Cc1nc(N2CCC(N[C@H]3Cc4ccccc4[C@@H]3N)CC2)c2ccsc2n1
 : -13% | 8% | ? | -20 | -14% | ? | -12%
> CCn1c(Cn2ccnc2)nnc1C1CCN(C(=O)C(C)(C)OC)CC1
 : 4% | -6% | -32% | 15 | 2% | 0% | 6%
> O=C1NC2(CCCN(CC3CCCC3)C2)Oc2ccccc21 (configuration not stated)
 : -6%[87.6 µM] | -8%[172 µM] | -26%[88.5 µM] | 12 | -19%[138 µM] | ? | -2%[87.6 µM]
> O=C(O)CCC(=O)N1Cc2ccccc2CC2(CCCCN2Cc2ccc(O)cc2)C1 (configuration not stated)
 : -18% | · | 4% | -9 | i | i | -3%
> Cn1ncc(N2CCC(CNC(=O)c3ccn(C(C)(C)C)c3)C2)cc1=O (configuration not stated)
 : -1% | -21% | ? | -3 | -20% | -18% | -4%
> COc1ncccc1-c1ccc2ncn(Cc3ccccn3)c(=O)c2n1
 : 5%[87.6 µM] | 14%[172 µM] | i | 19 | ? | i | 3%[87.6 µM]

Whole records from above. Screens in order: SNCA expr inh, Luciferase inh, GPT2 inhibitor, IP6K1 inh, NIH3T3 tox, HEK cytotox, HEK293 viab
Results for `Cc1nc(N2CCC(N[C@H]3Cc4ccccc4[C@@H]3N)CC2)c2ccsc2n1` = -13%, 8%, ?, -20, -14%, ?, -12%
Results for `Cn1ncc(N2CCC(CNC(=O)c3ccn(C(C)(C)C)c3)C2)cc1=O` (configuration not stated) = -1%, -21%, ?, -3, -20%, -18%, -4%
Results for `Cc1cc(C(=O)N2c3ccccc3CC2c2nc(C(C)C)no2)nn1C` (configuration not stated) = 47%[activator], -17%, i, 16, -20%, ?, -10%

Additional records
Every second line gives: SNCA expr inh | Luciferase inh | GPT2 inhibitor | IP6K1 inh | NIH3T3 tox | HEK cytotox | HEK293 viab
> CC(NC(=O)Cc1cccn1-c1ccc(Cl)cc1)c1cccnc1 (configuration not stated)
 : -10% | -3% | 4% | 3 | -1% | -8% | -1%
> CC(=O)c1ccc(NC(=O)C2=CC(c3ccc(C)cc3)=NS(=O)(=O)N2C)cc1
 : ? | · | · | -7 | · | · | -2%
> CCOc1ccc(C(=O)N2CCN(c3cc(-c4cccs4)[nH]n3)CC2)cc1
 : -8% | -11% | 2% | 15 | ? | ? | -9%
> Cn1ncc2c(C(=O)NCCc3ccccn3)cc(-c3cccc(C(F)(F)F)c3)nc21
 : · | · | · | 5 | ? | 32µM* | ·
> CCc1cc(=O)[nH]c(SCc2nc(-c3ccccc3)no2)n1
 : -6% | · | · | 1 | · | · | 2%
> CS(=O)(=O)c1ccc(CN2CC[C@@H](c3ccc4ccccc4c3)[C@H](O)C2)cc1
 : 12% | -2% | i | 19 | ? | 40µM* | 0%
> CCCCN1C(=O)C(O)(CC(=O)c2ccc(CC)cc2)c2cc(Br)ccc21 (configuration not stated)
 : ? | · | · | 4 | · | · | -28%
> Cc1noc(C)c1C(=O)N1CCCC(CCc2ccc(F)cc2F)C1 (configuration not stated)
 : -20% | -3% | -41% | 7 | ? | ? | -15%
> CN1C[C@@H](NC(=O)c2ccc(F)cc2)C[C@H]1c1nc(-c2cncnc2)no1
 : -5%[87.6 µM] | 12%[172 µM] | i | 2 | -17%[138 µM] | -17%[172 µM] | -2%[87.6 µM]
> CN(C)c1ccc(-c2nc(C3CCOC3)no2)cc1 (configuration not stated)
 : -14% | 4µM* | -7% | -2 | -33% | ? | -4%
> Cc1ccc(NC(=O)c2ccc(CN3CC(=O)N4CCCCC4C3=O)cc2)cc1C (configuration not stated)
 : 96%[activator] | · | · | 29 | · | · | 2%
> COc1ccc(-c2nc(C(C)C)nc3c2CCN(C(=O)N(C)C)CC3)cc1
 : 19% | -7% | i | 11 | -32% | -3% | -5%
> CC1=C(C(=O)N(C)C)C(c2ccc(Cl)cc2)N2C(CC(=O)NCC3CCCO3)=CSC2=N1 (configuration not stated)
 : -6% | -2% | i | 2 | -9% | -11% | 6%
